Assay outcomes from PubChem.
GDH-TPI counter = GDH-TPI coupling enzyme inhibitors, primary screen, artefact control for M. tuberculosis FBA inhibitor project, biochemical, absorbance, full deck | GDH-TPI coupled enzyme counterscreen, NADH absorbance | inhibition, % at 4.8 µM | 360,000 tested, 1.2% active; in the data active means inhibition above about 30%;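 further: 0% = DMSO wells and 100% = wells lacking the enzyme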
Y pestis TopoI = Yersinia pestis topoisomerase I inhibitors, primary screen, biochemical, cleavage product accumulation, plate reader, single point. AID 504884, 2011. activity, % at 10 µM. 360,000 tested, 0.064% active. Y. pestis Topo-I cleavage product accumulation. DNA topoisomerase I (Yersinia pestis CO92); in the data active means activity above about 50%, passing the limit was not always enough; inconclusive means no clear call, values can overlap the other calls; further: inactives centre near 2
FadD28 binding = inhibitors of FadD28 bisubstrate probe binding, primary screen, biochemical, fluorescence polarization, single point. Mycobacterium tuberculosis FadD28 fatty-acid-AMP ligase. inhibition, % at 12.5 µM. 360,000 tested, 0.22% active; in the data active means inhibition above about 8.5%, passing the limit was not always enough; inconclusive means no clear call, values can overlap the other calls
BH1578 lux ind = inducers of Vibrio cholerae quorum light production without autoinducers, primary screen, BH1578 luxS cqsA deficient, single point | V. cholerae BH1578 lux reporter, luminescence, 6 h | activation, % at 18.7 µM | 350,000 tested, 0.16% active; in the data active means activation mostly above about 9.7%, no sharp cut-off; inconclusive means no clear call, values can overlap the other calls; inactive means mostly below about 3.7%; further: not every result past the cut was called active; inactives centre near 0; reference of the scale not given here
TcdB inh = TcdB glycohydrolase inhibitors, primary screen, biochemical, single point, plate reader; TcdB glycohydrolase enzymatic assay; inhibition, % at 9.99 µM; 350,000 tested, 0.24% active; in the data active means inhibition above about 10%
Target sequence (P18177 whole entry, looked up): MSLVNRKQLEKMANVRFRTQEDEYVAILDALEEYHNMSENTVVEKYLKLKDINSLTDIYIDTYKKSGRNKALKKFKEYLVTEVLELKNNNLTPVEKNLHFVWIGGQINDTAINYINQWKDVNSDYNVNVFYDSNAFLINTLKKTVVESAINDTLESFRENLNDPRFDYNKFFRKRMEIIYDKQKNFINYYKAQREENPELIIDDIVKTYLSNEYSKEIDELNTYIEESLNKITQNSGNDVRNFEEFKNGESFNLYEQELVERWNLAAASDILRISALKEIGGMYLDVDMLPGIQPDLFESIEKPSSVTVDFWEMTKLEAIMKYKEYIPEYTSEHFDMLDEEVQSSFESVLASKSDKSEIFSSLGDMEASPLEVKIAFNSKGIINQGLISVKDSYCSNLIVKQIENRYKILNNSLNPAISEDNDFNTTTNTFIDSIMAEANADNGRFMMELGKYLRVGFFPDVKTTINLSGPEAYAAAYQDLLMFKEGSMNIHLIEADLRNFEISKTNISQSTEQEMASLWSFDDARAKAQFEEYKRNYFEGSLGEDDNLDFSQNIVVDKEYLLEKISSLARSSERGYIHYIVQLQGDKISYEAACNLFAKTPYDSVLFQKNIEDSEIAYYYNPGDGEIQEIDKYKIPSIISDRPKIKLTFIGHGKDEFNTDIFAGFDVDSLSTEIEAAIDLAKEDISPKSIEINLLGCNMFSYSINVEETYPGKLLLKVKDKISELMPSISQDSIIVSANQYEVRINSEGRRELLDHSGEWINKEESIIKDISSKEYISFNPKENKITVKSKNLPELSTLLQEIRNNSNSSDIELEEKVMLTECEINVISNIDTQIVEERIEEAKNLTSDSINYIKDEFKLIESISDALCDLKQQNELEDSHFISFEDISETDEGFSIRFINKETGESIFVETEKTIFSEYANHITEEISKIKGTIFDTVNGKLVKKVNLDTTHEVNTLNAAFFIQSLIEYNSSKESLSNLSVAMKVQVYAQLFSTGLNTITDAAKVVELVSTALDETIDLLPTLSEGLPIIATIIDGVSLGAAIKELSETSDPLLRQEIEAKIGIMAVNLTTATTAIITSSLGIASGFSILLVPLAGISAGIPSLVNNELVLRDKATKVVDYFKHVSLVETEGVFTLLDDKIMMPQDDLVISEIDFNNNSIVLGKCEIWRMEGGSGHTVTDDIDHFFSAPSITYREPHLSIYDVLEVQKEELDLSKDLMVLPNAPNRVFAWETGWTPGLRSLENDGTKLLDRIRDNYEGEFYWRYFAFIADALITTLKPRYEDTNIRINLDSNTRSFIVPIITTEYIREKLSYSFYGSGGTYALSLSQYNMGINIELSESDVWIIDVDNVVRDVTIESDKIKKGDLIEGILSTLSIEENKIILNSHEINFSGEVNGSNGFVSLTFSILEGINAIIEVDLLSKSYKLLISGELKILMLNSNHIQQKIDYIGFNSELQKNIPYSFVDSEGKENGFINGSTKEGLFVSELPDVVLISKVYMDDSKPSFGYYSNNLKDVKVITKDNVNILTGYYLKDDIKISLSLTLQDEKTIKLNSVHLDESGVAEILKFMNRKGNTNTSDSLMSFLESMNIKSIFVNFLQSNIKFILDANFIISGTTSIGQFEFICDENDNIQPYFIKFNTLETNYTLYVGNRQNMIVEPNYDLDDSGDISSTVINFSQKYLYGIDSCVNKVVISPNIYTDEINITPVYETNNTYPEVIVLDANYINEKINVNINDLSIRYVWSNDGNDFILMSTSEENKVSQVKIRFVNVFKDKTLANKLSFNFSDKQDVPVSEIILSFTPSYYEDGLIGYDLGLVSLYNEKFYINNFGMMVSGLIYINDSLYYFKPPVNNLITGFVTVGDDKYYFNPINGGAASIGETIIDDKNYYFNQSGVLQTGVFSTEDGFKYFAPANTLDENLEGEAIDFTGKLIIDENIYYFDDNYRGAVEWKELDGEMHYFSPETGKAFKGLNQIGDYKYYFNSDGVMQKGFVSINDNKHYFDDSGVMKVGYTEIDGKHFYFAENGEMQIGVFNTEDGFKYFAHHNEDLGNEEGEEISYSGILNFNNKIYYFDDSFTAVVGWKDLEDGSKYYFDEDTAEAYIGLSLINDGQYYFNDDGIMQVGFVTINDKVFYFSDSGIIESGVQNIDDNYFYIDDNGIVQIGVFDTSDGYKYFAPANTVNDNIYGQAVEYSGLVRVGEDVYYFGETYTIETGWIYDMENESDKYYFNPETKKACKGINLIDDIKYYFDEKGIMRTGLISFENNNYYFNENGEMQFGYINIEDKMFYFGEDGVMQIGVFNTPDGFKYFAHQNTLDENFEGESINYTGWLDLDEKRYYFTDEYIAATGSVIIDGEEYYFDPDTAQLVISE
UGM FP inh = M. tuberculosis UGM enzyme inhibitors, primary screen, biochemical, fluorescence polarization, single point; UDP-galactopyranose mutase (Mycobacterium tuberculosis (strain ATCC 25618 / H37Rv)), …; 320,000 tested, 0.06% active; AID 504406, 2011; purified UGM, fluorescence polarization probe displacement; inhibition, % at 10 µM; in the data active means inhibition above about 10%, passing the limit was not always enough; inconclusive means no clear call, values can overlap the other calls
BioA inh = M. tuberculosis BioA enzyme inhibitors, primary screen, biochemical, plate reader, single point, HTS; purified M. tuberculosis BioA enzyme; inhibition, % at 9.99 µM; 360,000 tested, 0.096% active; 7,8-diaminopelargonic acid synthase BioA (Mycobacterium tuberculosis); in the data active means inhibition above about 40%; inconclusive means no clear call, values can overlap the other calls
PfHsp40 yeast = rescue of yeast from PfHsp40 toxicity, primary screen, S. cerevisiae, ATP luminescence | S. cerevisiae expressing PfHsp40, growth rescue | growth rescue, % at 12.5 µM | 340,000 tested, 0.68% active; in the data active means growth rescue above about 28%, passing the limit was not always enough; inconclusive means no clear call, values can overlap the other calls;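 further: yeast W303a lacking pdr1 and pdr3 grown in galactose medium; growth measured after three days at 30 °C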
FBA Mtb inh = Mtb FBA enzyme inhibitors, primary screen, biochemical, fluorescence, strain H37Rv | Fructose-bisphosphate aldolase (Mycobacterium tuberculosis (strain ATCC 25618 / H37Rv)), … | purified M. tuberculosis FBA, fluorescence read-out | inhibition, % at 1 µM | 360,000 tested, 2.3% active | AID 588726, 2011; in the data active means inhibition above about 27%;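 further: 0% = vehicle and 100% = reference inhibitor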
Numbers without * were called inactive; i = inactive; ? = inconclusive; · = not tested or not shown; & = joins results of further samples.

SMILES	GDH-TPI counter	Y pestis TopoI	FadD28 binding	BH1578 lux ind	TcdB inh	UGM FP inh	BioA inh	PfHsp40 yeast	FBA Mtb inh
C1COCCNCCOCCOCCN1	13	3	-0.4	i	·	0.1	-0.5	-1.3	-5
COCCCNC(=O)C1CC(=O)OC1c1ccc(OC)c(OC)c1 (stereo unspecified)	0	-8	-3.9	i	·	0.9	·	0.4	-14
CCOC(=O)c1c(C)n(COCCO)c2ccc(O)cc12	7	-4	-0.9	-0.4	·	-1.2	·	0.2	1
COCCOC(=O)C1=C(C)NC2=C(C(=O)CC(C)(C)C2)C1c1ccc2c(c1)OCO2 (stereo unspecified)	2	3	-5.0	-0.5	0.6	1.3	-0.5	-0.1	-1
S=C(Nc1ccccc1)Nc1ccc2ccccc2c1	4	-2	-2.7	5.9	-0.2	·	-0.6	-2.2	12
CC(=O)Nc1ccc(NC(=O)C2CC(=O)N(c3cccc(Cl)c3)C2)cc1 (stereo unspecified)	-14	-3	-4.3	i	0.2	-0.6	·	-1.2	0
C=CCOc1ccccc1CNc1ccccc1C	-2	-1	0.0	i	-0.1	-1.5	·	-0.5	1
O=C(Nn1cnnc1)c1cc(-c2ccccn2)nc2ccccc12	6	-3	-2.5	i	·	-0.8	-0.1	-1.4	-3
O=C(COc1ccccc1)N=C1SC2CS(=O)(=O)CC2N1CCc1ccccc1 (stereo unspecified)	-1	33	-1.5	-0.3	0.2	1.3	0.5	0.1	0
CC(=O)c1cccc(NC(=O)N2CCCC2C(=O)NC2CCCCC2)c1 (stereo unspecified)	2	3	0.1	i	·	3.7	4.7	-0.1	3
CCCCCn1c(CNC(=O)CC)nc2ccccc21	-9	-12	-3.1	0.0	1.4	0.0	0.1	1.5	1
O=C(CCN1N=C(c2ccccc2)CCC1=O)NCC1COc2ccccc2O1 (stereo unspecified)	-4	19	-2.0	i	1.7	0.9	-0.1	-0.1	2
N#CC(c1nc2ccccc2nc1N1CCCC1)S(=O)(=O)c1ccccc1 (stereo unspecified)	15	8	-1.6	i	·	3.2	0.6	-0.1	106*
CCN(Cc1ccccc1)S(=O)(=O)c1ccc(S(=O)(=O)N2CCN(C)CC2)cc1	5	-5	0.5	i	·	1.4	-3.2	-0.3	-2
CCc1cc(=O)oc2cc(C)cc(O)c12	6	-2	-1.8	-0.1	2.4	-0.1	-0.5	-0.7	5
CC1CCCN(S(=O)(=O)c2ccc(Cl)s2)C1 (stereo unspecified)	10	-6	0.1	-0.3	1.4	0.5	-0.2	-1.7	2
CN(C(=O)c1ccc(OC2CCN(S(=O)(=O)N(C)C)CC2)cc1)C1CCCCC1	-7	20	-1.7	i	2.7	2.5	·	1.0	-2
CCOC(=O)Cn1cnc2scc(-c3ccc(C)c(C)c3)c2c1=O	-2	-3	-3.0	-0.3	0.7	0.7	-1.5	-0.2	-2
O=C(Cc1ccc(Cl)cc1)NCC(=O)N1CCN(Cc2ccccc2)CC1	6	7	-0.6	-0.8	2.3	-5.6	-0.6	0.6	3
O=C(C1=C[C@H](c2ccccc2)C[C@H](OCCCCO)O1)N1CCOCC1	14	-11	0.0	-0.6	-2.0	-4.0	-1.7	-1.0	4
Cc1cc(S(=O)(=O)NCC(C)C)ccc1OCC(=O)NCC1CCCO1 (stereo unspecified)	-12	1	-3.6	-0.7	·	-0.1	0.7	-1.2	0
COc1ccc(NC(=O)C(=O)N/N=C(\C)CC(=O)Nc2ccccn2)c(OC)c1	11	-9	-4.2	0.5	-9.4	-0.2	·	0.9	11
CC(C)(C)NC(=O)c1ccc2c(c1)CCO2	7	0	-2.8	-0.9	1.7	-0.4	·	-0.5	-1
N#CC1=C(N)OC2=C(C(=O)CCC2)C1c1cccs1 (stereo unspecified)	1	4	0.1	i	0.5	-1.4	·	-1.0	4
CCc1ccc(C(=O)N2CCCC2)s1	22	10	2.7	0.0	·	-1.7	·	1.6	-2
CC(=O)N/C(=C\c1ccc2c(c1)OCO2)C(=O)NC(C(=O)O)c1ccccc1 (stereo unspecified)	15	-6	0.5	-0.3	1.6	1.2	-0.4	1.6	5
COCCNc1ncnc2c1[nH]c1ccccc12	-5	0	-2.5	i	-6.1	1.3	3.4	1.1	23
COc1cccc(CC2(CO)CCN(Cc3cccn3-c3cccnc3)CC2)c1	-14	12	-4.7	-0.5	1.1	-0.8	1.8	-1.2	-2
CCOc1ccccc1NS(=O)(=O)c1c[nH]c(C(=O)OC)c1	10	-6	-1.2	-0.3	0.2	2.4	-0.2	-1.6	8
C[C@]12CCC(=O)C=C1CC[C@@H]1[C@@H]2[C@@H](O)C[C@@]2(C)[C@H]1CC[C@]2(O)C(=O)CO	-1&8	0&9	-1.6&0.5	0.8&4.3	0.9&1.2	-1.0	-0.6&1.3	1.4&-0.4	3&-1
O=S(=O)(NCc1cc(-c2ccc(Cl)cc2)no1)c1ccc(Cl)cc1	2	10	-2.5	i	·	0.9	·	2.7	5
COc1cc(C(C)=O)ccc1OCC(=O)Nc1cc(S(=O)(=O)N2CCOCC2)ccc1N1CCCC1	8	15	2.1	-0.3	0.6	·	14	-0.5	4
CCC(C)(C)NC(=O)C1CCN(c2nc(C)cc(C)n2)CC1	5	-1	-2.0	0.1	·	-2.1	0.2	-0.3	9
Cc1cc(C)nc(NC2=NCC(=O)N2c2ccc(F)c(Cl)c2)n1	0	-5	1.5	·	·	1.8	-0.3	-0.2	2
COc1cccc(C(=O)C2CCCN(Cc3ccc(F)cc3)C2)c1 (stereo unspecified)	4	22	-1.5	-0.3	13*	0.3	-1.0	-0.7	0
COc1ccc(NC(=O)C[C@H]2C(=O)N(c3ccc(OC)cc3)C[C@@H]2C)cc1	4	-1	-1.6	-0.3	-0.3	·	·	·	2

Gathered by group: the compounds so far with a cyano group.
SMILES	GDH-TPI counter	Y pestis TopoI	FadD28 binding	BH1578 lux ind	TcdB inh	UGM FP inh	BioA inh	PfHsp40 yeast	FBA Mtb inh
N#CC(c1nc2ccccc2nc1N1CCCC1)S(=O)(=O)c1ccccc1 (stereo unspecified)	15	8	-1.6	i	·	3.2	0.6	-0.1	106*
N#CC1=C(N)OC2=C(C(=O)CCC2)C1c1cccs1 (stereo unspecified)	1	4	0.1	i	0.5	-1.4	·	-1.0	4

Additional structures
SMILES	GDH-TPI counter	Y pestis TopoI	FadD28 binding	BH1578 lux ind	TcdB inh	UGM FP inh	BioA inh	PfHsp40 yeast	FBA Mtb inh
O=S(=O)(Nc1ccc(Br)cc1)N1CCOCC1	6	-1	-0.1	0.9	0.2	-1.9	-0.9	-0.7	-1
O=C(Nc1cccc(OC(F)(F)F)c1)c1cccc2c(-c3cccnc3)coc12	11	-8	-2.4	-0.4	·	·	-2.4	·	-2
Nn1c(Cc2cccc3ccccc23)nnc1SCc1ccccc1Cl	6	31	-6.5	0.3	·	0.3	1.4	-1.2	2
Cc1ccc(CN2CCN(Cc3ccco3)CC2)cc1	-4	-6	-2.2	i	0.8	-1.0	2.4	-1.2	3
Nc1cnn(Cc2ccc(F)cc2)c1	-4	-14	-1.9	i	1.9	4.5	0.8	-1.1	4
O=C(c1ccc2c(c1)C(=O)N(Cc1ccco1)C2O)N1CCOCC1 (stereo unspecified)	0	13	-1.0	-0.1	1.7	-1.7	-1.5	0.0	2
Cn1c(=O)c2[nH]c(Cc3ccsc3)nc2n(C)c1=O	1	6	-0.3	i	1.2	·	-1.4	0.1	3
CCOC(=O)Cc1csc(NC(=O)CCCC(=O)O)n1	1	3	1.5	0.2	-0.1	-2.9	-1.1	·	-1
CC12CC(NC(=O)N1Cc1ccccc1)c1ccccc1O2 (stereo unspecified)	6	11	-1.8	-0.3	·	-1.4	0.3	1.2	1
O=C(O)/C=C/C(=O)Nc1ccccc1-c1ccccc1NC(=O)/C=C/C(=O)O	2	-2	0.4	-0.3	-3.0	2.0	0.2	0.6	6
C=CCN1C(C(=O)c2ccccc2)=C(OC(=O)COc2ccccc2)c2ccccc2S1(=O)=O	26	-4	1.8	-0.4	1.6	-0.7	-0.9	-0.8	1
CCCN1Cc2cccc(C(N)=O)c2C1=O	-6	1	-2.5	i	·	-0.2	-1.0	-0.2	3
O=C(Nc1ccc(S(=O)(=O)N2CCOCC2)cc1)c1ccc([N+](=O)[O-])cc1Cl	9	8	-0.1	i	1.4	-0.6	-0.4	-0.3	2
COc1cc(NC(=S)NCc2ccco2)c(OC)cc1Cl	-6	-3	-2.6	-0.1	1.1	0.7	·	-0.5	1
COc1ccc2[nH]c(=O)c(CN(Cc3cccs3)S(=O)(=O)c3cccc4nsnc34)cc2c1	8	10	-3.2	i	·	·	0.1	0.2	1
O=C(NNc1nc(-c2ccccc2)cs1)c1cccs1	-3	-7	-1.2	-0.9	-0.6	2.2	-1.4	·	4
COc1cc(NC(=O)c2cc(C)on2)cc(C(=O)Nc2cccc(C(F)(F)F)c2)c1	-8&3	-3&-11	-3.7&-9.6	-1.0&-8.1	1.6&1.4	-0.3	-0.5&-0.5	50*	-3&-1
Brc1nc(-c2ccccc2)nc(-c2ccccc2)c1Br	5	-4	-2.9	-0.5	0.7	-1.7	-0.4	·	-6
CCOC(=O)c1ccc(NC(=O)Nc2ccccn2)cc1	5	3	-2.4	0.0	1.5	-1.8	·	0.2	1
CCOc1ccc(CCNC(=O)CN2C(=O)NC3(CCCC3)C2=O)cc1OCC	-7	4	-2.4	-0.4	2.0	0.1	-0.8	1.1	0
CCN1C(=O)[C@H]2[C@@H](c3ccc(-c4ccccc4)cc3)N[C@@](C)(C(=O)OC)[C@H]2C1=O	7	2	-3.3	i	1.3	2.2	-1.7	0.0	1
N=c1c2c(ncn1CCN1CCOCC1)Oc1ccc3ccccc3c1C2c1ccccc1 (stereo unspecified)	3	-13	-14	-0.3	·	-0.8	·	-0.7	0
OCCC1CN(Cc2cn[nH]c2C2CCCCC2)CCN1C1CCCC1 (stereo unspecified)	7	-6	-0.3	-0.3	-1.3	0.1	-2.3	2.0	-3
CC(C)c1ccccc1OCCNS(C)(=O)=O	-7	2	-1.4	·	·	-0.8	-0.4	?	-1

Compounds from the list above that contain a CF3 group:
SMILES	GDH-TPI counter	Y pestis TopoI	FadD28 binding	BH1578 lux ind	TcdB inh	UGM FP inh	BioA inh	PfHsp40 yeast	FBA Mtb inh
O=C(Nc1cccc(OC(F)(F)F)c1)c1cccc2c(-c3cccnc3)coc12	11	-8	-2.4	-0.4	·	·	-2.4	·	-2
COc1cc(NC(=O)c2cc(C)on2)cc(C(=O)Nc2cccc(C(F)(F)F)c2)c1	-8&3	-3&-11	-3.7&-9.6	-1.0&-8.1	1.6&1.4	-0.3	-0.5&-0.5	50*	-3&-1

Following part
SMILES	GDH-TPI counter	Y pestis TopoI	FadD28 binding	BH1578 lux ind	TcdB inh	UGM FP inh	BioA inh	PfHsp40 yeast	FBA Mtb inh
CN(C)CCCNC(=O)CC(c1ccc(F)cc1)c1ccco1 (stereo unspecified)	3	4	-1.5	i	·	-1.5	0.5	0.4	0
Cc1ccc(S(=O)(=O)NCCC(=O)Nc2ccc(C)c(Cl)c2)cc1C	7	6	-3.1	-0.6	1.0	0.9	0.4	2.5	-13
COc1ccc(C(=O)CSc2nnn(-c3cccc(NC(C)=O)c3)n2)cc1	-5	-1	0.9	0.3	0.1	0.3	-2.2	-1.1	-2
COc1ccc(NC(=O)C2CCCN2S(=O)(=O)c2ccc3c(c2)CCC(=O)N3)cc1Cl (stereo unspecified)	2	3	-27	-0.2	1.2	-2.3	0.9	-0.8	3
CCCCN(C(=O)c1ccc(S(=O)(=O)N2CCC(C)CC2)cc1)C1CCS(=O)(=O)C1 (stereo unspecified)	5	10	-1.7	-0.4	0.8	0.7	4.8	1.1	2
CC1CC(C)CN(c2ccc(S(=O)(=O)N3CCOCC3)cc2)C1 (stereo unspecified)	-2	31	-0.3	-0.5	0.8	-0.2	-0.2	-0.1	0
